Screening data deposited in PubChem BioAssay by National Center for Advancing Translational Sciences (NCATS).
KCNH2 3.1 inh: KCNH2 3.1 (human) potassium channel inhibition; U2OS KCNH2 3.1, thallium flux FluxOr; active compounds read low; activity change, % (tested at about 1.8 µM); actives 0.95% (n = 340,000);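 active = maximum activity change below -70%; inconclusive = maximum activity change from -70% to -50%; inactive = maximum activity change above -50%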;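 note: thallium influx rate constant from kinetic fluorescence after stimulation buffer; % is set by controls: 0 for no effect and ±100 for the full control effect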
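Steps: virus added to U2OS suspension (4 h, RT, dark); medium with 10% FBS added, cells plated, 37 C overnight; FluxOr/Red40 loading buffer 45 min RT; stimulation buffer, 2 min kinetic read; rate constant normalized.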
NPC1 prom act: activators of NPC1 promoter. actives 2.4% (n = 320,000). AID 485313. Huh7 NPC1 promoter luciferase reporter, 24 h. Potency, µM (doses to about 9.22 µM), without a hit: at the highest dose activation, hits mostly activators;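 note: potency is the fitted concentration of half-maximal effect; % of control where 0% means no effect; nearly all actives have a fitted effect of over 60% in size; reporter is driven by a mutant NPC1 promoter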
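Huh7 reporter cells (NPC1 promoter driving luciferase) are dosed with compound for 24 h at 37 °C, 5% CO2; luciferase detection reagent is then added and luminescence measured after 10 min at ambient temperature.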
Menin MLL FP TR: displaces Texas Red mutant MLL peptide from human menin. O00255. actives 0.23% (n = 270,000). Potency, µM (doses to about 61.6 µM), inactives show top-dose FP activity change, negative = inhibition, actives largely listed as inhibitors. AID 1768. Menin + Texas Red MLL mutant peptide, fluorescence polarization; active = well fitted inhibition curve with a large enough effect in the polarisation, with a control signal flat, not every such curve was filed as active; inconclusive = small, poorly fitted or top-dose-only effect, or effect the other way, or a change in a side signal; inactive = no such curve, though single readings can be large or run the other way; the % refers to the polarisation; note: potency is the fitted concentration of half-maximal effect; % of control where 0% means no effect; many of its hits are not listed in these tables
Gal4-VP16 FLuc: Gal4-VP16 reporter inhibition counter-screen; Drosophila S2 Gal4-VP16 UAS-luciferase, luminescence, 20 h; actives 3.5% (n = 310,000); Potency, µM (titrated, usually from 53.6 µM), for inactives: at the highest dose activity, negative = inhibition, most hits filed as inhibitors;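 note: Gal4-VP16 expression switched on by copper sulfate through the metallothionein promoter; potency is the fitted concentration of half-maximal effect; % is set by controls: 0 for no effect and ±100 for the full control effect; nearly all actives have a fitted effect of over 50% in size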
ELG1 repair inh: inhibitors of ELG1-dependent DNA repair in HEK293T cells | HEK293T ELG1-luciferase reporter, luminescence, 16 h; DNA damage induced by 5-fluorouridine | Potency, µM (titrated, usually from 46.1 µM), for inactives: at the top dose activity change, negative = inhibition, actives largely listed as inhibitors | actives 2.3% (n = 330,000); note: potency is the fitted concentration of half-maximal effect; % is set by controls: 0 for no effect and ±100 for the full control effect; nearly all actives have a fitted effect of over 55% in size
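DMSO vehicle served as the neutral condition. Each well held 2,000 cells given 5-fluorouridine plus compound; after 16 hr at 37 °C/5% CO2, ONE-Glo was added and luciferase measured 30 min later.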
Rab9 promoter act: Rab9 promoter activation. Huh7 Rab9 promoter-luciferase reporter, luminescence, 24 h. Potency, µM (top dose mostly 9.22 µM), for the others: at the highest dose activation, negative = inhibition, actives largely listed as activators. actives 2.8% (n = 320,000). AID 485297; note: potency is the fitted concentration of half-maximal effect; % of control where 0% means no effect; nearly all actives have a fitted effect of over 60% in size
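Measured in stably transfected Huh7 cells bearing a Rab9 promoter–luciferase construct: 24 h compound treatment at 37 °C, followed by luminescence detection.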
MBNL1 CUG block: MBNL1-poly(CUG) RNA binding inhibition; TR-FRET MBNL1-His/biotin-(CUG)12 binding, 665/545 ratio; actives 0.036% (n = 280,000); AID 2675; Potency, µM (top dose mostly 57.5 µM), for inactives: at the highest dose activity change, negative = inhibition, hits mostly inhibitors; Q9NR56; active = well fitted inhibition curve with a large enough effect in the signal ratio, with a control signal flat, not every such curve was filed as active; inconclusive = small, poorly fitted or top-dose-only effect, or effect the other way, or a change in a side signal; inactive = no such curve, though single readings can be large or run the other way; the % refers to the signal ratio; note: potency is the fitted concentration of half-maximal effect; % is set by controls: 0 for no effect and ±100 for the full control effect
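MBNL1-His + Biotin-(CUG)12, cpd titration 92 nM–58 uM; Tb anti-His Ab 0.055 ng/ul, SA-XL665 5 nM (final); 60 min RT; ratiometric 665/545 nm, Ex 340 nm; normalized to buffer and full-complex controls.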
FLuc counter: firefly luciferase modulation, counter-screen for miR-21 project | purified FLuc, Km substrates, luminescence inhibition | Potency, µM (top dose mostly 57.5 µM), inactives show at the top dose activity change, negative = inhibition, actives largely listed as inhibitors | actives 6.9% (n = 360,000) | P08659;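 note: potency is the fitted concentration of half-maximal effect; plate controls were vehicle for no effect and reference inhibitor for full effect; nearly all actives have a fitted effect of over 55% in size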
Target sequence (P08659 whole entry, looked up): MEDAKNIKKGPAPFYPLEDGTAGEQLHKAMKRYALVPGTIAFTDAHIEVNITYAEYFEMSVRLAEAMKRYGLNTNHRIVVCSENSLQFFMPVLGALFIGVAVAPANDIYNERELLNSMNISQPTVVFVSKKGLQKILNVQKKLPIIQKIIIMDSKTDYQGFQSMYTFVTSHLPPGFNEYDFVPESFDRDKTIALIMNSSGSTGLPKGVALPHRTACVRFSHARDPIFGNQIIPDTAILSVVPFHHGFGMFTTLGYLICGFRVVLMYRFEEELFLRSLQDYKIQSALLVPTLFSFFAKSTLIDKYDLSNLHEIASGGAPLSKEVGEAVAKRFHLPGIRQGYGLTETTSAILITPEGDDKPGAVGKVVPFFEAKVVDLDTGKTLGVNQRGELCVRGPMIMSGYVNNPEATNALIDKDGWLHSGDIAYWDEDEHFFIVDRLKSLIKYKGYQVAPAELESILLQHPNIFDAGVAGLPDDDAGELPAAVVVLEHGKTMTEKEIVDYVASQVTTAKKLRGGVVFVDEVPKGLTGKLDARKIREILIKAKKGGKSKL
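Purified P. pyralis luciferase, 10 nM final, with Km-level 10 uM D-luciferin and 10 uM ATP in 50 mM Tris acetate pH 7.5, 10 mM Mg acetate, 0.01% Tween-20, 0.05% BSA; 6-point qHTS titration about 60 µM downward; luminescence read.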
RORg inh: blocks mouse ROR gamma transcriptional activity; P51450; Drosophila S2 Gal4-RORgamma UAS-luciferase reporter, 20 h; Potency, µM (doses to about 53.6 µM), inactives show at the highest dose activity change, negative = inhibition, usual class: inhibitors; actives 5.4% (n = 310,000); note: potency is the fitted concentration of half-maximal effect; % is set by controls: 0 for no effect and ±100 for the full control effect; nearly all actives have a fitted effect of over 60% in size
Target sequence (P51450 whole entry, looked up, the tested form may be a part): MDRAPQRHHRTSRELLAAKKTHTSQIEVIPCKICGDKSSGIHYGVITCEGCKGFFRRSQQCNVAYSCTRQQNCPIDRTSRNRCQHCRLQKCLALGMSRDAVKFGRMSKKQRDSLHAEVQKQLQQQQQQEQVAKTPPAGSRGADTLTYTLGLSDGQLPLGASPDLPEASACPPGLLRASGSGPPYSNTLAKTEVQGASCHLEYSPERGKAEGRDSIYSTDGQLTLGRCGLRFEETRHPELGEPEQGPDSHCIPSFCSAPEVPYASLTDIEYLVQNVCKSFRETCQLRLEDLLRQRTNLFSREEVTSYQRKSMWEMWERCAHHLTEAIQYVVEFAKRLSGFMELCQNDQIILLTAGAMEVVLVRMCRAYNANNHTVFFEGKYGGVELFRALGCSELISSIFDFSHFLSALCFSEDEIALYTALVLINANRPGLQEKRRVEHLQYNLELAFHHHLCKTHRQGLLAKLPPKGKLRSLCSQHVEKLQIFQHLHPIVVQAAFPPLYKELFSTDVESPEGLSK
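Drosophila Schneider cells stably carrying a metallothionein-driven Gal4 DBD–ROR gamma fusion and a UAS-Photinus luciferase reporter were exposed to compound for 1 hr, then induced with copper sulfate (700 uM final) for 20 hr at ambient temperature before luminescence reading.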
Mito fusion yeast: inhibitors of mitochondrial division or activators of mitochondrial fusion; S. cerevisiae fusion-defective mutant growth rescue, CellTiterGlo 48 h; Potency, µM (series often up to 46.1 µM), for the others: at the highest dose growth rescue (activation), most hits filed as activators; actives 0.23% (n = 320,000);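 note: potency is the fitted concentration of half-maximal effect; % of control where 0% means no effect; nearly all actives have a fitted effect of over 45% in size; temperature-sensitive fusion mutants such as fzo1-1 at 37 °C on non-fermentable ethanol glycerol medium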
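Temperature-sensitive fusion-defective S. cerevisiae (e.g. fzo1-1, mgm1-5) were grown with compound in YPEG medium (3% ethanol, 3% glycerol) for 48 hours at 37C. Growth rescue was measured as viability by CellTiterGlo luminescence after 10 minutes at ambient.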
PKM2 activator: increases activity of human pyruvate kinase M2 | Potency, µM (titrated, usually from 57.5 µM), for the others: top-dose activation, actives largely listed as activators | actives 0.34% (n = 260,000) | purified PKM2, Kinase-Glo ATP luminescence, activation; response scale: 0% is enzyme alone, no compound | AID 1631 | P14618; note: potency is the fitted concentration of half-maximal effect; % is set by controls: 0 for no effect and ±100 for the full control effect; nearly all actives have a fitted effect of over 55% in size
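Purified hPK-M2 (>95% pure) converted ADP (0.1 mM final) to ATP with 0.5 mM PEP in 50 mM imidazole pH7.2, KCl, MgCl2, Tween 20, BSA; 1 h at room temperature. ATP detected by Kinase-Glo luminescence.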
An asterisk follows results filed as active; ? = inconclusive; . = not tested or not shown; & = joins results of further samples; [ ] = dose if it differs, or a comment. Unless noted, calls come from the whole dose curve; as a rule, active = well fitted curve in the direction sought with a large enough effect; inconclusive = small, poorly fitted or top-dose-only effect, or another doubt; inactive = no such curve, though single readings can be large; an effect the other way counts as inactive or inconclusive.

SMILES	KCNH2 3.1 inh	NPC1 prom act	Menin MLL FP TR	Gal4-VP16 FLuc	ELG1 repair inh	Rab9 promoter act	MBNL1 CUG block	FLuc counter	RORg inh	Mito fusion yeast	PKM2 activator
C=CCNC(=S)NNC(=O)c1ccc([N+](=O)[O-])cc1	10	-2%	-3%	?	7%	-5%	?	1%	-39%	3%	0%
COc1cccc(Cn2c(-c3cccs3)noc2=O)c1	14	6%	-7%	12%	2%	-2%	-7%	-3%[2.3 µM]	-10%	7%	3%
Cc1ccc2cc(C(c3nnnn3Cc3ccccc3)N3CCN(c4ccccc4)CC3)c(=O)[nH]c2c1 (stereo not given)	-28	-2%	13%	12%	?	-4%	31%[activator]	3%	17%	2%	-1%
CCC(=O)N1c2ccc(S(=O)(=O)NCc3ccco3)cc2CC1C (stereo not given)	4	-2%	-6%	-11%	6%	6%	-8%	-4%	5%	-4%	.
CCCC(C)NC(=O)c1sc2nc3n(c(=O)c2c1C)CCC3 (stereo not given)	9	0%	-11%	23%	8%	4%	-2%	2%	29%	6%	-1%
O=C(CCCn1cnc([N+](=O)[O-])n1)Nc1cc(Cl)ccc1O	4	4%	19%	-9%	3%	12%	?	1%	-12%	28%	1%
COc1ccc(NC(=O)CN2C(=O)CSC(C)C2=O)c(OC)c1 (stereo not given)	8	-3%	-7%	-10%	17%	0%	-22%	1%	24%	3%	6%
CCc1ccccc1NC(=O)C1CCCN(c2nn3c(=O)cc(C)nc3s2)C1 (stereo not given)	4	-4%	-6%	-4%	25%	6%	-14%	-1%	-42%	-3%	5%
Cc1cc(-c2nnc3n2N=C(C(C)(C)C)CS3)n[nH]1	-12	-6%	-10%	9%	-4%	10%	8%	1%	-28%	-3%	0%
CN(C(=O)c1ccc(S(=O)(=O)N2CCOCC2)cc1)C1CCS(=O)(=O)C1 (stereo not given)	0	1%	.	.	2%	0%	.	0%	.	0%	.
Cc1ccnc2nc(C(=O)OCC(=O)N(CC(C)C)C3CCS(=O)(=O)C3)nn12 (stereo not given)	-2	-2%	.	.	0%	2%	.	5%	.	-1%	.
COc1ccccc1NC(=O)CSc1nc(=O)n(Cc2ccncc2)c2c1CCCC2	3	0%	.	.	0%	-3%	.	4%	.	-3%	.
O=C(c1ccc(Cl)c(S(=O)(=O)N2CCCC2)c1)N1CCN(c2ncccn2)CC1	-2	-4%	-17%	7%	?	-5%	1%	-4%	3%	3%	-28%
C=CCNC(=S)NNC(=O)c1ccc(OCC(C)C)cc1	-8	9%	.	-23%	-5%	-2%	-4%	2%	?	3%	5%
O=C1C(=O)N(CCN2CCOCC2)C(c2cccnc2)/C1=C(/O)c1ccc(Cl)cc1 (stereo not given)	1	-2%	4%	0%	7%	-1%	?	1%	-33%	3%	6%
COc1ccc(NC(=O)C2CCN(C(=O)C3CC(=O)N(c4ccc(C)cc4)C3)CC2)c(OC)c1 (stereo not given)	13	-4%	-19%	-3%	7%	0%	-11%	-1%	-8%	-3%	.
CC1=CCC2C(=O)N(c3ccc(C)c(Br)c3)C(=O)C2C1 (stereo not given)	3	1%	6%	-13%	0%	2%	4%	1%	?	-5%	-4%
Cn1nc(-c2ccccc2)cc1NC(=O)Nc1ccc(F)cc1	2	0%	.	-5%	?	0%	0%	-16%	31%	-5%	-5%
COc1ccccc1/C=N/NC(=O)c1ccc(NC(=O)c2ccccc2Br)cc1	.	-6%	-26%	-16%	?	0%	-3%[11.5 µM]	-3%	-9%	-5%	-5%
O=C(O)CSCC(=O)NC1CCCc2ccccc21 (stereo not given)	-18	0%	.	-6%	0%	-3%	-6%	0%	-11%	-2%	-4%
CCOCCCNC(=O)c1ccc2nc(-c3ccc(OC)c(OC)c3)c(-c3ccc(OC)c(OC)c3)nc2c1	-6	-5%	-15%	-16%	1.5µM*	-1%	?	-1%	7%	-2%	.
O=C(c1ccc(Br)s1)N1CCN(c2ncccn2)CC1	12	-3%	15%	.	0%	-3%	3%	2%	-10%[0.365 µM]	6%	-1%
CCOC(=O)c1c(S(=O)(=O)NCC(=O)NCc2ccc(C)cc2)c(C)n(C)c1C	6	0%	.	-1%	9%	-4%	2%	-1%&-2%	-16%	-1%	.
O=C(CCN1C(=O)CSC1=O)Nc1ccccc1	12	-1%	2%	-2%	15%	0%	5%	2%	4%	1%	1%
COc1ccc(NC(=O)COC(=O)CN2C(=O)C3CCCCC3C2=O)cc1OC (stereo not given)	-6	1%	.	.	19%	1%	.	2%	.	-1%	.
Cn1c(=O)c2c(ncn2CC(O)CO)n(C)c1=O (stereo not given)	3	-5%	-6%&0%	4%&-7%	-5%	-2%	22%	3%	11%&-7%	-2%	-7%
CCOc1nnc(C)c2c(C)n(-c3cccc(OC)c3)nc12	25	1%	.	2%	-34%	2%	1%	3%	-14%	-5%	-4%
N[C@@H](CO)c1nnc([C@H](CC(=O)O)NC(=O)C2CCNCC2)o1	-2	0%	17%	-8%	?	9%	4%	-1%	-19%	3%	-1%
NC(=O)N/N=C1\c2ccccc2-c2c(C(N)=O)cccc21	-4	-3%	14%	5%	3%	-7%	?	2%	-30%	12%	.
O=C(CN1CCOCC1)Nc1ncc(Cc2cccc(Cl)c2)s1	-1	-2%	-1%	-8%	5%	-4%	-1%	4%	-10%	-5%	-1%
O=C(NCCc1nccs1)C1CCC(=O)N(CCc2ccc(Cl)cc2)C1 (stereo not given)	23	-2%	.	-14%	-11%	1%	-4%	3%	13%	4%	0%
CC(=O)N1CCN(c2ccc(NC(=O)c3ccco3)cc2)CC1	9	?	-3%	-10%	?	?	3%	17µM*	-24%	3%	.
CCOC(=O)C(CCCCCOc1ccc([N+](=O)[O-])cc1)C(=O)OCC	-16	9%	-6%	-8%	?	4%	14%	-4%	3%	-3%	0%
CCOC(=O)C=Nc1c(N)n(C)c(=O)n(C)c1=O	-92*	-4%	-13%	-3%	-1%	-2%	24%	3%	-6%	-4%	-4%
Cc1ccc(S(=O)(=O)N(C)c2c(C)ccc(S(=O)(=O)Nc3ccncc3)c2C)cc1	10	-2%	-4%	-4%	8%	1%	.	3%	-8%	-1%	-1%
Cc1ccccc1NC(=S)NC(=O)COc1ccccc1C	7	0%	.	?	11%	15%	-6%	?	13µM*	-7%	-1%
CC1CCCN(CC(=O)Nc2ccc(S(=O)(=O)N3CCCC3)cc2)C1 (stereo not given)	-4	-4%	-9%	4%	?	4%	-2%	-2%	4%	1%	.
Fc1cccc(CSc2ncnc3c2oc2ccccc23)c1	11	-4%	-2%	6%	8%	4%	?	-11%	3%	-4%	6%
O=C(CCl)N1CCCC1c1ccc2c(c1)OCCO2 (stereo not given)	4	-18%	.	?	?	-13%	-1%	0%	4.5µM*	-18%	.
O=C(N/N=C/c1ccc([N+](=O)[O-])cc1)c1cccs1	10	?	.	-4%	?	?	?	?	?	0%	-1%
O=C(CSCc1ccc([N+](=O)[O-])cc1)Nc1cccc(C(=O)Nc2ccccc2C(=O)O)c1	-9	0%	?	-15%	10%	-9%	?	-17%	-8%	-1%	0%
Cc1ccc(-c2csc(NCCn3c(C(F)(F)F)nc4ccccc43)n2)cc1	5	-2%	?	-25%	-26%	-3%	15%	-1%	-14%	3%	1%
COc1ccc(S(=O)(=O)N2CCC(C(=O)NC3CCCC3)CC2)cc1OC	-3	-1%	.	-2%	-9%	0%	-3%	-2%	7%	1%	-7%
O=c1cc(NCCCO)c2ccccc2o1	5	0%	-1%	-11%	7%	2%	3%	1%	16%	-1%	0%
CC(=O)Nc1nc2ccccc2n1CCOc1ccccc1Cl	2	-5%	9%	1.3µM*	?	-11%	-2%	-2%	0.79µM*	9%	-6%
Cc1ccc(Cn2nnc3c(=O)[nH]c(C4CCCN(S(=O)(=O)c5ccccc5F)C4)nc32)cc1 (stereo not given)	-2	-7%	?	-14%	?	2%	-5%	0%	1%	-1%	.

An excerpt (hit frequency here may not be typical).
